Screens deposited in PubChem by The Scripps Research Institute Molecular Screening Center.
DAX1 inh-1: inhibitors of human orphan nuclear receptor DAX1 (NR0B1); P51843; HEK293 Gal4-DAX1 luciferase reporter, luminescence; inhibition, % at 6.75 µM; 340,000 compounds, 0.99% hits; AID 504766;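 active = inhibition above the mean over all tested compounds plus 3 SD, cut at about 4.2% in these data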;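 note: 0% = DAX1-transfected cells with DMSO and 100% = empty-vector control cells with DMSO; inhibition shows as a rise in luminescence from relieved DAX1 repression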
Target sequence (P51843 207-470 limits assumed): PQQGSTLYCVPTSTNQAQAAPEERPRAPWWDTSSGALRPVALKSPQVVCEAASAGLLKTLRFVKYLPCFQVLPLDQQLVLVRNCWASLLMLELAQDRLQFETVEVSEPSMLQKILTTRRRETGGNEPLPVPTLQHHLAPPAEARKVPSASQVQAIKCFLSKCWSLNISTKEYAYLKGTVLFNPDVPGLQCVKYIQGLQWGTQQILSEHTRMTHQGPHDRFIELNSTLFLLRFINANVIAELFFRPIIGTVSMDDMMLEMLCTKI
PLC-beta3 inh: inhibitors of human phospholipase C beta3. 370,000 compounds, 0.18% hits. Q01970. inhibition, % at 12.2 µM. Purified PLC-beta3, fluorogenic substrate, fluorescence. AID 720704; in the data active = inhibition above about 11%;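 note: 0% = median of compound wells on plate and 100% = full blocker control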
hgDAF-12 ag: hgDAF-12 agonism, primary luciferase screen; HEK293 GAL4-hgDAF12 UAS-luciferase reporter, agonist luminescence; normalized to butyrate control; activation, % at 6.8 µM; 370,000 compounds, 1.8% hits;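 active = activation above a cutoff set at the mean of all screened compounds plus 3 SD, cut at about 10% in these data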;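 note: 0% = DMSO wells and 100% = sodium butyrate wells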
FXN GAA850 act: increases GAA850 frataxin promoter reporter activity | 360,000 compounds, 0.56% hits | activation, % at 6 µM | HEK293 lucGAA850 FXN promoter luciferase reporter, 24 h; percent of 10 µM SAHA response;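 active = activation above the average of all compounds screened plus 3 SD, cutoff fixed separately per campaign, cut at about 7.5% in these data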;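 note: 0% = DMSO wells and 100% = 10 µM SAHA wells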
DAX1 inh-2: blocks DAX1 repression of SF-1 activated StAR promoter | HEK293T StAR-luciferase reporter, SF-1/DAX-1 repression relief | inhibition, % at 6.8 µM | 370,000 compounds, 1.1% hits | AID 652010;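 active = inhibition above the mean over all tested compounds plus 3 SD, cut at about 3.6% in these data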;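 note: 0% = DAX-1 cells with DMSO and 100% = cells lacking DAX-1 with DMSO; higher inhibition means more luminescence from relief of DAX-1 repression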
ssDAF12 agonist: activates DAF-12 receptor from parasite S. stercoralis. 370,000 compounds, 1% hits. activation, % at 6.8 µM. HEK293 ssDAF-12/GRIP1 lit1-tk-luc reporter, luminescence; % of 3 µM dafachronic acid response;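 active = activation above the mean over all tested compounds plus 3 SD, cut at about 0.9% in these data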;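 note: 0% = DMSO-only wells and 100% = 3 µM delta7-dafachronic acid wells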
PLC-gamma1 inh: blocks human PLC-gamma1 enzyme activity; P19174; purified PLC-gamma1, fluorogenic substrate, fluorescence; inhibition, % at 12.2 µM; 370,000 compounds, 0.84% hits; in the data active = inhibition above about 9.5%
ADAM17 inh: inhibitors of human ADAM17; recombinant ADAM17, EDANS/DABCYL FRET peptide cleavage; inhibition, % at 6.95 µM; 370,000 compounds, 0.83% hits; AID 720648;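 active = inhibition above the mean of compounds lying between control limits plus 3 SD, set per campaign, cut at about 8.5% in these data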;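 note: 0% = DMSO-only wells as the low control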
ADAM10 inh: ADAM10 inhibition, QFRET primary screen; recombinant ADAM10, EDANS/DABCYL FRET peptide cleavage, 3 h; inhibition, % at 7 µM; 370,000 compounds, 0.62% hits;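 active = inhibition above a per-campaign cutoff equal to the mean of compounds falling between control-based bounds plus 3 SD, cut at about 20% in these data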;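 note: 0% = DMSO wells while the 100% control is not disclosed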
sPLA2-III inh: Blocks human group III sPLA2 activity. Q9NZ20. QFRET BODIPY PC-A2 liposome hydrolysis, fluorescence. inhibition, % at 12.2 µM. 370,000 compounds, 0.56% hits. AID 743126;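 active = inhibition above mean plus 3 SD of compounds lying within the high and low control bounds, cut at about 19% in these data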;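 note: 0% = median of test compound wells and 100% = no enzyme DMSO wells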
Target sequence (Q9NZ20 whole entry, looked up): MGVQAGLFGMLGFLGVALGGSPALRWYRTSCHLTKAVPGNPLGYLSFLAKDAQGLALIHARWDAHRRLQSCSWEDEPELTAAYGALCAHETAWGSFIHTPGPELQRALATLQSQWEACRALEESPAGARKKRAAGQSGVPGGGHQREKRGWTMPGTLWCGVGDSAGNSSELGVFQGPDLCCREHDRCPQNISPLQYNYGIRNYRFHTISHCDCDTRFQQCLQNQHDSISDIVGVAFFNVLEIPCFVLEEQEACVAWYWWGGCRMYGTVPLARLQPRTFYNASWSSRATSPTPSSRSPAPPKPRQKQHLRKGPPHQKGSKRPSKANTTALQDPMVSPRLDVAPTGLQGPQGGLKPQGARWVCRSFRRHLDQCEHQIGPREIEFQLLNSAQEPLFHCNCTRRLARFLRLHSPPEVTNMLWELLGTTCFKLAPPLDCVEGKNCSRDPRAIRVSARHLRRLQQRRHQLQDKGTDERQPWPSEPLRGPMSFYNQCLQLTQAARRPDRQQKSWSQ
hcDAF12 agonist: activates DAF-12 receptor from parasite H. contortus; HEK293 hcDAF-12 lit1-tk-luc reporter, luminescence; 0% DMSO, 100% Δ7-dafachronic acid; activation, % at 6.8 µM; 370,000 compounds, 1.4% hits; AID 652067;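 active = activation above the mean of all tested compounds plus 3 SD, cut at about 5.5% in these data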;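 note: 100% = response to 3 µM Δ7-dafachronic acid high control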
* marks the source's active call; other numbers are inactive results.

Results for Cn1cnnc1SCC(=O)Nc1ncc([N+](=O)[O-])s1 ?
DAX1 inh-1: 0.3; PLC-beta3 inh: 0; hgDAF-12 ag: 4.9; FXN GAA850 act: 4.6; DAX1 inh-2: 3.2; ssDAF12 agonist: -1.1; PLC-gamma1 inh: -1; ADAM17 inh: -1; ADAM10 inh: -7; sPLA2-III inh: 0; hcDAF12 agonist: 2.9

What do the screens show for `O=C(CSc1nc2ccccc2[nH]1)N/N=C/c1ccncc1`?
PLC-beta3 inh: -7; hgDAF-12 ag: -0.4; FXN GAA850 act: -0.7; DAX1 inh-2: 0.0; ssDAF12 agonist: -1.4; PLC-gamma1 inh: 0; ADAM17 inh: 2; ADAM10 inh: 1; sPLA2-III inh: 1; hcDAF12 agonist: 1.4

Results for C=C[C@H](CC(C)C)N(Cc1ccccc1)S(=O)(=O)N(Cc1ccccc1)[C@@H](C=C)CC(C)C ?
DAX1 inh-1: 0.7; PLC-beta3 inh: 3; hgDAF-12 ag: 2.9; FXN GAA850 act: -2.2; DAX1 inh-2: 0.3; ssDAF12 agonist: -0.6; PLC-gamma1 inh: 1; ADAM17 inh: -1; ADAM10 inh: 2; sPLA2-III inh: 5; hcDAF12 agonist: -0.8

Results for COc1cc(/C=N\Nc2nc(-c3cccs3)c(NC(C)=O)s2)ccc1O ?
DAX1 inh-1: -1.2; PLC-beta3 inh: -12; hgDAF-12 ag: 3.5; FXN GAA850 act: 2.3; DAX1 inh-2: 0.6; ssDAF12 agonist: -0.5; PLC-gamma1 inh: -5; ADAM17 inh: -6; ADAM10 inh: -18; sPLA2-III inh: -1; hcDAF12 agonist: 0.6

How did COc1ccc(Cl)cc1NC(=O)CSc1nnc(CN2CCOCC2)n1-c1ccc(Cl)cc1 do in these assays?
DAX1 inh-1: -0.2; PLC-beta3 inh: -2; hgDAF-12 ag: -2.1; FXN GAA850 act: -2.4; DAX1 inh-2: -1.3; ssDAF12 agonist: -1.9; PLC-gamma1 inh: -1; ADAM17 inh: -4; ADAM10 inh: 2; sPLA2-III inh: -13; hcDAF12 agonist: -2.0

Results for CC(C)(C)Cc1c(-c2ccccc2)nc2ccc(Br)cn12 ?
DAX1 inh-1: 0.6; PLC-beta3 inh: -1; hgDAF-12 ag: 3.0; FXN GAA850 act: 3.3; DAX1 inh-2: -0.6; ssDAF12 agonist: -0.2; PLC-gamma1 inh: -1; ADAM17 inh: -2; ADAM10 inh: -4; sPLA2-III inh: 5; hcDAF12 agonist: -0.5

How did CCN(CC)S(=O)(=O)c1ccc(NC(=O)COC(=O)c2cnc(C)cn2)cc1 do in these assays?
DAX1 inh-1: -0.1; PLC-beta3 inh: -4; hgDAF-12 ag: 0.1; FXN GAA850 act: 1.6; DAX1 inh-2: -0.1; ssDAF12 agonist: -1.7; PLC-gamma1 inh: 1; ADAM17 inh: -3; ADAM10 inh: -1; sPLA2-III inh: 2; hcDAF12 agonist: 0.3

What do the screens show for `COc1ccc(OCc2nc(N)nc(Nc3ccccc3)n2)cc1`?
DAX1 inh-1: 0.1; PLC-beta3 inh: 3; hgDAF-12 ag: 2.2; FXN GAA850 act: 0.6; DAX1 inh-2: 0.0; ssDAF12 agonist: -0.3; PLC-gamma1 inh: 8; ADAM17 inh: 0; ADAM10 inh: 13; sPLA2-III inh: -11; hcDAF12 agonist: -1.9

Results for Cc1cccc(/C=C/c2ccccc2)n1 ?
PLC-beta3 inh: 4; hgDAF-12 ag: 11*; FXN GAA850 act: 4.2; DAX1 inh-2: 2.1; ssDAF12 agonist: 0.4; PLC-gamma1 inh: 5; ADAM17 inh: 2; ADAM10 inh: -1; sPLA2-III inh: 3; hcDAF12 agonist: 4.6

How did CCCCc1ccc(NC(=S)NCCc2ccc(S(N)(=O)=O)cc2)cc1 do in these assays?
DAX1 inh-1: 0.1; PLC-beta3 inh: 1; hgDAF-12 ag: -1.9; FXN GAA850 act: 0.6; DAX1 inh-2: -1.0; ssDAF12 agonist: 0.0; PLC-gamma1 inh: -1; ADAM17 inh: -1; ADAM10 inh: 3; sPLA2-III inh: -9; hcDAF12 agonist: 2.7

How did COC(=O)c1ccccc1NC(=O)c1cccc(NC(=O)c2ccc(Br)o2)c1C do in these assays?
DAX1 inh-1: -0.1; PLC-beta3 inh: -1; hgDAF-12 ag: -1.0; FXN GAA850 act: -3.0; DAX1 inh-2: -0.2; ssDAF12 agonist: -0.8; PLC-gamma1 inh: -4; ADAM17 inh: -2; ADAM10 inh: 4; sPLA2-III inh: -11; hcDAF12 agonist: -2.4

How did CCOc1ccc(N(CC(=O)NN=C2CCCC2)S(C)(=O)=O)cc1 do in these assays?
DAX1 inh-1: -0.6; PLC-beta3 inh: 0; hgDAF-12 ag: 0.8; FXN GAA850 act: 1.2; DAX1 inh-2: 0.0; ssDAF12 agonist: 0.1; PLC-gamma1 inh: -2; ADAM17 inh: -1; ADAM10 inh: 9; sPLA2-III inh: -17; hcDAF12 agonist: 0.7

How did CCOC(=O)C1=C(O)/C(=C/c2ccc(OCC(=O)O)c(OC)c2)SC1=Nc1ccc(OC)cc1 do in these assays?
DAX1 inh-1: -0.2; PLC-beta3 inh: -21; hgDAF-12 ag: 0.6; FXN GAA850 act: 1.3; DAX1 inh-2: -0.6; ssDAF12 agonist: -0.4; PLC-gamma1 inh: -13; ADAM17 inh: 5; ADAM10 inh: 11; sPLA2-III inh: -3; hcDAF12 agonist: -1.4

Results for CC(=O)NCCNC(=O)[C@H](Cc1ccccc1)NC(=O)c1cccs1 ?
DAX1 inh-1: 1.8; PLC-beta3 inh: 2; hgDAF-12 ag: -1.6; FXN GAA850 act: 2.3; DAX1 inh-2: -0.6; ssDAF12 agonist: -1.8; PLC-gamma1 inh: 0; ADAM17 inh: 4; ADAM10 inh: 1; sPLA2-III inh: 1; hcDAF12 agonist: -1.6

What do the screens show for `CC(=O)N1CCSc2ccc(S(=O)(=O)NCCc3ccc(C)cc3)cc21`?
DAX1 inh-1: -0.8; PLC-beta3 inh: -12; hgDAF-12 ag: -1.8; FXN GAA850 act: -2.6; DAX1 inh-2: -1.0; ssDAF12 agonist: -1.1; PLC-gamma1 inh: 1; ADAM17 inh: 0; ADAM10 inh: -4; sPLA2-III inh: -7; hcDAF12 agonist: -4.5

Results for COc1ccccc1C(=O)C(O)c1ccccc1OC (stereo not given) ?
DAX1 inh-1: 3.6; PLC-beta3 inh: -2; hgDAF-12 ag: 1.1; FXN GAA850 act: -0.5; DAX1 inh-2: 0.1; ssDAF12 agonist: -1.1; PLC-gamma1 inh: 1; ADAM17 inh: 0; ADAM10 inh: 4; sPLA2-III inh: 8; hcDAF12 agonist: -1.0

What do the screens show for `CC1(C)Cc2ccccc2-c2nnc(SCC(=O)Nc3ccc4c(c3)OCO4)n21`?
DAX1 inh-1: -2.8; PLC-beta3 inh: 4; hgDAF-12 ag: -8.2; FXN GAA850 act: -5.0; DAX1 inh-2: -2.0; ssDAF12 agonist: -2.3; PLC-gamma1 inh: 5; ADAM17 inh: -1; ADAM10 inh: 6; sPLA2-III inh: -12; hcDAF12 agonist: -2.8

Results for COc1ccc(CCNc2oc(COc3ccccc3F)nc2C#N)cc1 ?
DAX1 inh-1: 3.5; PLC-beta3 inh: -1; hgDAF-12 ag: 3.5; FXN GAA850 act: 0.0; DAX1 inh-2: -0.7; ssDAF12 agonist: -1.6; PLC-gamma1 inh: -1; ADAM17 inh: 3; ADAM10 inh: 14; sPLA2-III inh: -30; hcDAF12 agonist: -1.3

What do the screens show for `O=C1Oc2ccccc2C(=O)/C1=C/N1CCN(c2ccccc2F)CC1`?
DAX1 inh-1: -0.7; PLC-beta3 inh: -7; hgDAF-12 ag: 1.1; FXN GAA850 act: 0.2; DAX1 inh-2: 0.3; ssDAF12 agonist: -1.9; PLC-gamma1 inh: 3; ADAM17 inh: 7; ADAM10 inh: 4; sPLA2-III inh: 7; hcDAF12 agonist: 0.4

How did COc1cc2[nH]c(=S)n(Cc3ccco3)c(=O)c2cc1OC do in these assays?
DAX1 inh-1: -1.2; PLC-beta3 inh: -3; hgDAF-12 ag: 0.8; FXN GAA850 act: 1.4; DAX1 inh-2: -0.3; ssDAF12 agonist: -1.2; PLC-gamma1 inh: -2; ADAM17 inh: -3; ADAM10 inh: 0; sPLA2-III inh: 12; hcDAF12 agonist: -1.2

Results for NC(=O)CSCc1c(Cl)cccc1Cl ?
DAX1 inh-1: 0.3; PLC-beta3 inh: -1; hgDAF-12 ag: -3.2; FXN GAA850 act: 5.1; DAX1 inh-2: 0.0; ssDAF12 agonist: -1.9; PLC-gamma1 inh: 2; ADAM17 inh: -2; ADAM10 inh: -7; sPLA2-III inh: 6; hcDAF12 agonist: -2.0

What do the screens show for `O=C(NNc1nc2c(F)cccc2s1)C1COc2ccccc2O1` (stereo not given)?
DAX1 inh-1: -0.3; PLC-beta3 inh: -2; hgDAF-12 ag: 4.4; FXN GAA850 act: 0.8; DAX1 inh-2: 0.0; ssDAF12 agonist: 0.8; PLC-gamma1 inh: -1; ADAM17 inh: 2; ADAM10 inh: 9; sPLA2-III inh: 18; hcDAF12 agonist: 2.1

What do the screens show for `CC[C@@]12C(=O)N(c3cccc(Br)c3)C(=O)N1[C@H](c1ccc(OC)cc1)[C@@H]1C(=O)N(C(C)(C)C)C(=O)[C@@H]12`?
DAX1 inh-1: 2.1; PLC-beta3 inh: 2; hgDAF-12 ag: -3.6; FXN GAA850 act: 11*; DAX1 inh-2: -0.2; ssDAF12 agonist: -0.6; PLC-gamma1 inh: 0; ADAM17 inh: 0; ADAM10 inh: 0; sPLA2-III inh: -28; hcDAF12 agonist: -1.4

Results for O=C(NNc1ccccc1)C(=O)NNS(=O)(=O)c1ccc(CCCl)cc1 ?
DAX1 inh-1: 1.0; PLC-beta3 inh: -41; hgDAF-12 ag: 0.1; FXN GAA850 act: 0.0; DAX1 inh-2: 0.6; ssDAF12 agonist: -0.1; PLC-gamma1 inh: 2; ADAM17 inh: 11*; ADAM10 inh: 35*; sPLA2-III inh: 5; hcDAF12 agonist: -1.0

What do the screens show for `COc1ccc(CCC(=O)N2CCN(c3cccc(C)c3C)CC2)cc1`?
DAX1 inh-1: 0.5; PLC-beta3 inh: -8; hgDAF-12 ag: -0.6; FXN GAA850 act: -0.2; DAX1 inh-2: -0.2; ssDAF12 agonist: -1.4; PLC-gamma1 inh: -1; ADAM17 inh: -2; ADAM10 inh: 1; sPLA2-III inh: -5; hcDAF12 agonist: -1.8

Results for COC(=O)[C@@]1(Cc2ccc(F)cc2)[C@H]2c3cc(C(=O)N4CCCC4)n(Cc4ccccc4)c3C[C@H]2CN1C(=O)c1ccccc1 ?
PLC-beta3 inh: -10; hgDAF-12 ag: -0.6; DAX1 inh-2: -2.1; ssDAF12 agonist: -0.5; PLC-gamma1 inh: -7; ADAM17 inh: -2; ADAM10 inh: -3; sPLA2-III inh: -5; hcDAF12 agonist: -0.7
